Source: PubChem BioAssay (National Center for Advancing Translational Sciences (NCATS))
FH mod – Identification of activators of human fumarate hydratase by quantitative high-throughput screening. FH coupled MDH/diaphorase resazurin fluorescence, 15 min. Potency, µM (titrated, usually from 79.9 µM), without a hit: top-dose activity change, negative = inhibition, usual class: inhibitors. 0.22% of 54,000 active. AID 1347055, 2019; note: the screen sought activators but most active calls are inhibition curves; nearly all actives have a fitted effect of over 45% in size
Target sequence (P07954 whole entry, looked up): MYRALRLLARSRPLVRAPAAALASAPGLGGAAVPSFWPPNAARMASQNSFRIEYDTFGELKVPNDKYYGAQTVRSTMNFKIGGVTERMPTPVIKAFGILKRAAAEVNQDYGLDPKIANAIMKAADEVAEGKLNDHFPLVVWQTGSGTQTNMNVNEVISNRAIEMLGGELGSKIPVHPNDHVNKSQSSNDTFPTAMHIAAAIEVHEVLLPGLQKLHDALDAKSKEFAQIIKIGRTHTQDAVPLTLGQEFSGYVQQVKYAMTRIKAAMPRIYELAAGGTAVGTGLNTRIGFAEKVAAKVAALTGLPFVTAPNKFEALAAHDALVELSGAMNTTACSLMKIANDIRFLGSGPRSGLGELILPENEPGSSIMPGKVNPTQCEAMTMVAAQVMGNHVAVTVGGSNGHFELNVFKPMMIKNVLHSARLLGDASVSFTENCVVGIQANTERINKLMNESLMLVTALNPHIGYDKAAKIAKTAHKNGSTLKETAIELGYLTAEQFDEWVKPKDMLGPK
NTMT1 inhibitor – blocks human N-terminal methyltransferase 1 activity. Q9BV86. NTMT1 MTase-Glo SAH luminescence, purified enzyme. Potency, µM (doses to about 114 µM), without a hit: at the highest dose activity change, negative = inhibition, actives largely listed as inhibitors. 2.5% of 59,000 active;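 note: plate controls were DMSO vehicle for no effect and no enzyme for full effect; nearly all actives have a fitted effect of over 65% in size; many of its hits are not listed in these tables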
Target sequence (Q9BV86 whole entry, looked up): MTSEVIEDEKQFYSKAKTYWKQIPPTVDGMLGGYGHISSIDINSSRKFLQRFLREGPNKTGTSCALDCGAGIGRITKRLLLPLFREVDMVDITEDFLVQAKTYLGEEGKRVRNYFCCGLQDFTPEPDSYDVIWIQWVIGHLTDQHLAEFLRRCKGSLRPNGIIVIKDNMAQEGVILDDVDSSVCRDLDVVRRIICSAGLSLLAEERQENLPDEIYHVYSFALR
Numbers without * were called inactive; ? = inconclusive; & = joins results of further samples; [ ] = dose if it differs, or a comment. Calls come from the whole dose curve; as a rule, active = well fitted curve in the direction sought with a large enough effect; inconclusive = small, poorly fitted or top-dose-only effect, or another doubt; inactive = no such curve, though single readings can be large; an effect the other way counts as inactive or inconclusive. Unless noted, % is set by controls: 0 for no effect and ±100 for the full control effect; potency is the fitted concentration of half-maximal effect.

SMILES	FH mod	NTMT1 inhibitor
COCCNCCCn1c(C(=O)CF)c(-c2ccc(C)cc2)c2c(N)ncnc21	8.8%[53.3 µM]	-2.9%
Cn1cc(-c2ccc(F)c(C(F)(F)F)c2)nc1C1CCN(c2ncnc3[nH]ncc23)CC1	-2.6%[53.3 µM]	-11.9%
O=C(CC1NCCC[C@H]1O)Cn1cnc2cc(Br)c(Cl)cc2c1=O (stereo not given in full)	6.3%	3.5%[57.5 µM]
CC[N+](CC)(CC)CCOc1ccc(/C=C/c2ccccc2)cc1	?	28.2µM*
CC(=O)OCC(=O)[C@@]1(O)CC[C@H]2[C@@H]3CCC4=CC(=O)C=C[C@]4(C)[C@H]3[C@@H](O)C[C@@]21C	6.3%	11.5%&28.7%[57.5 µM]
CC1=C(C)C(=O)OC(C(C)C2C(O)CC3C4C5OC5C5(O)CC(OC6OC(CO)C(OC7OC(C)C(O)C(O)C7O)C(O)C6O)CC(O)C5(C)C4CCC32C)C1 (stereo not given)	10.3%[20.6 µM]	-5.3%[12.6 µM]
CC(C)=CCC/C(C)=C/CO[C@@H]1O[C@H](CO)[C@@H](OC(=O)/C=C/c2ccc(O)cc2)[C@H](O[C@@H]2O[C@@H](C)[C@H](O)[C@@H](O)[C@H]2O)[C@H]1O	3.0%[20.6 µM]	2.5%[12.6 µM]
OC[C@H]1O[C@@H](O[C@H]2[C@H](O)[C@@H](CO)O[C@@H](OCc3ccccc3)[C@@H]2O[C@@H]2OC[C@](O)(CO)[C@H]2O)[C@H](O)[C@@H](O)[C@@H]1O	3.1%[53.3 µM]	10.7%[29.8 µM]
Clc1cc2c(NC3CCCC3)nnc(-c3ccncc3)c2cc1Cl	?	?
C[C@@H](O)[C@H](NC(=O)c1ccc(C#Cc2ccc(CN3CCOCC3)cc2)cc1)C(=O)NO	-2.8%	4.3%[57.5 µM]
Cc1nc2sccn2c(=O)c1CCN1CCC(=C(c2ccc(F)cc2)c2ccc(F)cc2)CC1	?	-5.2%[57.5 µM]
COc1ccc(Oc2c(Cl)cnn(C3c4ccccc4-c4ccccc43)c2=O)cc1	-14.6%	-8.3%[57.5 µM]
CCNC(=O)N1CCCN(c2ccc(C(=O)NCCc3ccc(Cl)cc3Cl)cc2NC(=O)c2cccc(Cl)c2)CC1	0.4%	8.2%[57.5 µM]
CC#CC(=O)N1CCC[C@H]1c1nc(-c2ccc(C(=O)Nc3ccccn3)cc2)c2c(N)nccn12	7.4%	14.9%[29.8 µM]
C[N+]1(C)CCCC(OC(=O)C(O)(c2ccccc2)c2ccccc2)C1 (stereo not given)	8.3%[53.3 µM]	-0.7%[57.5 µM]

Filtered by structure, the entries above containing a Cl atom (4)
SMILES	FH mod	NTMT1 inhibitor
O=C(CC1NCCC[C@H]1O)Cn1cnc2cc(Br)c(Cl)cc2c1=O (stereo not given in full)	6.3%	3.5%[57.5 µM]
Clc1cc2c(NC3CCCC3)nnc(-c3ccncc3)c2cc1Cl	?	?
COc1ccc(Oc2c(Cl)cnn(C3c4ccccc4-c4ccccc43)c2=O)cc1	-14.6%	-8.3%[57.5 µM]
CCNC(=O)N1CCCN(c2ccc(C(=O)NCCc3ccc(Cl)cc3Cl)cc2NC(=O)c2cccc(Cl)c2)CC1	0.4%	8.2%[57.5 µM]

Remaining list, next part:
SMILES	FH mod	NTMT1 inhibitor
CC(C)=CC[C@H]1O[C@]2(O)C([C@H]3CCC4[C@@]5(C)CC[C@H](O[C@@H]6O[C@H](CO)[C@H](O)[C@H](O[C@@H]7O[C@H](CO)[C@@H](O)[C@H](O)[C@H]7O)[C@H]6O[C@@H]6O[C@@H](C)[C@H](O)[C@@H](O)[C@H]6O)C(C)(C)C5CC[C@@]4(C)[C@]3(C)[C@H]2O)[C@@]1(C)O (stereo not given in full)	-0.2%[20.6 µM]	3.5%[12.6 µM]
N#CC1(c2ccc(F)cc2)CCC(=O)CC1	-5.7%[53.3 µM]	10.7%[57.5 µM]
CC(=O)OC[C@@]12C(=O)C[C@@H](C)[C@]3(C[C@@H](c4ccoc4)OC3=O)[C@H]1CC[C@H](OC(C)=O)[C@]21CO1	6.1%[53.3 µM]	2.1%[29.8 µM]
CCC(=O)c1cc(-c2ccc(Cl)cc2)n(-c2ccc(S(N)(=O)=O)cc2)c1C	-14.2%	-0.3%[57.5 µM]
O=[N+]([O-])c1nccn1CO[C@@H](CO)[C@H](O)CO	7.7%[53.3 µM]	-5.8%[57.5 µM]
C/C=C/C=C/C(O)=C1/C(=O)[C@]2(C)C(=O)[C@@](C)(O)[C@H]1[C@H]([C@@]1(C)OC(=O)C(C)=C1O)[C@H]2C(=O)CC/C=C/C	-0.6%[53.3 µM]	4.6%[29.8 µM]
CC(=O)c1c(O)cc2c(c1C)C(=O)CC(O)C2 (stereo not given)	6.9%	-14.4%[57.5 µM]
CC(=O)N[C@H]1[C@H](O[C@H]2CC[C@@]3(C)C(CC[C@]4(C)C3CC=C3C5CC(C)(C)CC[C@]5(C(=O)O)C(O)C[C@]34C)C2(C)C)O[C@H](CO[C@@H]2O[C@H](C)[C@H](O)[C@H](O)[C@H]2O[C@@H]2OC[C@@H](O)[C@H](O)[C@H]2O)[C@@H](O)[C@@H]1O (stereo not given in full)	0.9%[20.6 µM]	15.4%[12.6 µM]
C[C@H](c1ccc(F)cc1CCCC(=O)O)N(c1cc(F)ccc1F)S(=O)(=O)c1ccc(Cl)cc1	-2.1%	9.9%
CC1=CC(=O)CC(C)(C)C1CO[C@@H]1O[C@H](CO)[C@@H](O)[C@H](O)[C@H]1O (stereo not given in full)	0.9%[53.3 µM]	-1.2%[29.8 µM]
CCCSc1ccc2nc(NC(=O)OC)[nH]c2c1	0.0%[53.3 µM]	11.1%[57.5 µM]
O=C(CCc1ccc(O)cc1)c1c(O)cc(O)cc1O[C@@H]1O[C@H](CO)[C@H](O)[C@H](O)[C@H]1O	0.7%[53.3 µM]	14.3%[57.5 µM]
O=C1NC(Nc2ccccc2)=N/C1=C\c1ccc2c(c1)OCO2	0.5%	?
Cc1cc(N)c2ccccc2[n+]1CCCCCCCCCC[n+]1c(C)cc(N)c2ccccc21	7.1%	?
C/C=C(\C)C(=O)OC1C(C)C2(O)C(C=C(CO)CC3(O)C(=O)C(C)=CC32)C2C(C)(C)C12OC(=O)C(C)C (stereo not given)	-1.1%[53.3 µM]	18.6%[29.8 µM]
COc1cc2c(cc1OC)CN(CCc1ccc(NC(=O)c3cc(OC)c(OC)cc3NC(=O)c3cnc4ccccc4c3)cc1)CC2	2.6%&-11.3%[53.3 µM]	2.4%
NC(=O)[C@H](Cc1ccccc1)NC(=O)[C@H](CCCN=C(N)N)NC(=O)C12CC3CC(CC(C3)C1)C2	5.5%[13.5 µM]	16.0%[12.6 µM]
C/C=C/c1ccc(OC)cc1	-18.2%[53.3 µM]	19.2%[57.5 µM]
CS(=O)(=O)c1cccc(CNc2nc(Nc3ccc4c(c3)CCC(=O)N4)ncc2C(F)(F)F)c1	-4.0%	-3.1%&22.2%[57.5 µM]
O=C1OCCN1/N=C/c1ccc([N+](=O)[O-])o1	-6.1%[53.3 µM]	34.1%[activator][57.5 µM]
C=C1[C@H](OC(C)=O)[C@H]2[C@@H](OC(C)=O)[C@](C)(OC(C)=O)C[C@]2(OC(C)=O)C(=O)[C@H](C)/C=C/C(C)(C)C(=O)[C@H](OC(=O)C(C)CC)[C@H]1OC(C)=O (stereo not given in full)	0.1%[20.6 µM]	16.8%[12.6 µM]
COc1cc([C@H]2OC[C@]3(OC(C)=O)[C@@H](c4ccc(O[C@@H]5O[C@H](CO)[C@@H](O)[C@H](O)[C@H]5O)c(OC)c4)OC[C@H]23)ccc1O	4.8%[20.6 µM]	-2.3%[12.6 µM]
COC(=O)c1ccnc(-c2cc(C(=O)Nc3ccc(C4(N)CC4)cc3)ccn2)c1	23.6%	7.4%[57.5 µM]
CCOC(=O)[C@H]1O[C@@H]1C(=O)N[C@@H](CC(C)C)C(=O)NCCC(C)C	-4.3%	-10.3%[57.5 µM]
CC1(C)O[C@@H]2C[C@H]3[C@@H]4CCC5=CC(=O)CC[C@]5(C)[C@@]4(F)[C@@H](O)C[C@]3(C)[C@]2(C(=O)CCl)O1	-8.5%[53.3 µM]	?
CN1CC(=O)N/C1=N/C(=O)Nc1cccc(Cl)c1	-3.4%&11.7%[53.3 µM]	-35.5%[57.5 µM]
Cc1ccc(-n2nc(C(C)(C)C)cc2NC(=O)Nc2cc(COc3cccnc3)[nH]n2)cc1	-6.2%	2.9%[57.5 µM]
CC1(C)CC[C@]2(C(=O)O[C@@H]3O[C@H](CO)[C@@H](O)[C@H](O)[C@H]3O)CC[C@]3(C)C(=CCC4[C@@]5(C)C[C@@H](O)[C@H](O)[C@@](C)(CO)C5[C@H](O)C[C@]43C)C2[C@@H]1O (stereo not given in full)	-5.8%[20.6 µM]	?
CC1=CC2/C=C(\C)CCC(O)C(=O)C(O)CC(=O)C23C(=O)NC(CC(C)C)C3C1C (stereo not given)	0.4%[53.3 µM]	-10.2%[29.8 µM]
CC1(C)CC[C@]2(C(=O)O[C@@H]3O[C@H](CO)[C@@H](O)[C@H](O)[C@H]3O)CC[C@]3(C)C(=CCC4[C@@]5(C)CC[C@H](O[C@@H]6O[C@H](C(=O)O)[C@@H](O)[C@H](O[C@@H]7O[C@H](CO)[C@H](O)[C@H](O)[C@H]7O)[C@H]6O)C(C)(C)C5CC[C@]43C)C2C1 (stereo not given in full)	2.4%[20.6 µM]	10.8%[12.6 µM]
CC(=O)NC[C@H]1CN(c2ccc(N3CCOCC3)c(F)c2)C(=O)O1	2.8%	3.1%&-9.8%[57.5 µM]
C=C1C(=O)O[C@@H]2/C=C(\C)CC/C=C(\C(=O)O[C@@H]3O[C@H](CO)[C@@H](O)[C@H](O)[C@H]3O)CC[C@@H]12	-8.0%[53.3 µM]	10.5%[29.8 µM]
C[C@H]1C[C@H]2[C@@H]3CCC4=CC(=O)C=C[C@]4(C)[C@@H]3C(=O)C[C@]2(C)[C@@]1(O)C(=O)CO	10.6%[53.3 µM]	-4.6%[57.5 µM]
CC1CCC2(C=O)C(CO)=CCCC2C1(C)CC(=O)O (stereo not given)	-11.3%	11.5%[57.5 µM]
O=C1NC(Cc2ccc(O)cc2)C(=O)N2CCCC12 (stereo not given)	4.9%	15.4%[57.5 µM]
O=C(NCC1CCCCN1)c1cc(OCC(F)(F)F)ccc1OCC(F)(F)F (stereo not given)	0.3%&-4.7%[53.3 µM]	?
CNC[C@H](O)c1cccc(O)c1	-7.9%&7.2%&3.3%[53.3 µM]	?
C=CC(=O)N1CC(N2CCN(C(=O)CNc3cc(C4CC4)c(Cl)cc3O)CC2)C1	3.4%	0.9%[57.5 µM]
CCN(Cc1cccnc1)C(=O)CN(c1ccc(OC)nc1)S(=O)(=O)c1ccccc1C	-15.1%	16.1%[57.5 µM]
OCC(O)C(c1c[nH]c2ccccc12)c1c[nH]c2ccccc12 (stereo not given)	-14.5%	10.1%[57.5 µM]
CCC(C)C(=O)O[C@@H]1[C@@H](O)[C@@H](O[C@H]2O[C@H](CO)[C@@H](O)[C@H](O)[C@H]2O)O[C@H](CO)[C@H]1O (stereo not given in full)	3.6%[53.3 µM]	-6.4%[29.8 µM]
CCC1(c2ccccc2)C(=O)NCNC1=O	-8.0%&0.0%&0.0%[53.3 µM]	20.8%
CC(=O)O[C@@H]1CC2C3CCc4cc(OC(=O)c5ccccc5)ccc4C3CCC2(C)[C@H]1OC(C)=O (stereo not given in full)	-6.8%[53.3 µM]	4.9%[57.5 µM]
C=CC(=O)N1CCN(C(=O)c2cc(-c3cc(Cl)ccc3Cl)c(Cl)cc2OC)CC1	-4.5%	-1.2%[57.5 µM]
O=C(C[C@@H]1CC=CCCC(=O)O[C@H](c2ccccc2)CNC1=O)NCc1ccc(Cl)cc1	-1.9%[53.3 µM]	10.1%[57.5 µM]
NC(=Nc1ccc(CCNCc2cccc(Cl)c2)cc1)c1cccs1	0.4%	1.0%[57.5 µM]
CC1CCC2(CO)C(C(=O)O)=CCCC2C1(C)CCc1ccoc1 (stereo not given)	2.0%[53.3 µM]	17.1%[29.8 µM]
Nc1ccc(S(=O)(=O)Nc2cnc3ccccc3n2)cc1	0.0%[53.3 µM]	31.4%[activator][57.5 µM]
CN(C)CCN(Cc1cccs1)c1ccccn1	3.7%&0.0%[53.3 µM]	9.4%[57.5 µM]
C=C1C(=O)O[C@@H]2[C@H]1CCC(C)=C1CCC(=O)O[C@]12C	-3.5%	11.6%[57.5 µM]
COc1ccc(/C=C/C(=O)O[C@@H]2[C@@H](O[C@@H]3O[C@H](CO)[C@@H](O)[C@H](O)[C@H]3O)[C@@H](O)[C@H](O[C@H]3C4C=CO[C@@H](O[C@@H]5O[C@H](CO)[C@@H](O)[C@H](O)[C@H]5O)C4[C@@]4(CO)O[C@@H]34)O[C@H]2C)cc1 (stereo not given in full)	4.8%[20.6 µM]	22.5%[12.6 µM]
N#Cc1ccnc(N2C(=O)CC[C@H]2C(=O)N(c2cncc(F)c2)[C@H](C(=O)NC2CC(F)(F)C2)c2ccccc2Cl)c1	4.8%	3.9%
CC(C)C1C(OC(=O)/C=C/c2ccccc2)CC2(C)OC2CCC2(C)OC2C1O (stereo not given)	-2.6%[53.3 µM]	6.6%[29.8 µM]
NCCCC(N)(C(=O)O)C(F)F (stereo not given)	-5.5%&5.0%&4.8%[53.3 µM]	13.7%

This is a subset; count on the stated rates, not on these rows.
